p53ts 39C kill = kills p53ts cells at the nonpermissive temperature; H1299-p53A138V viability at 39C, ATP luminescence, 24 h; Potency, µM (top dose mostly 46.1 µM), inactives show at the top dose activity change, negative = cell killing, most hits filed as cytotoxic; 130,000 compounds, 1.5% hits; also: nearly all actives have a fitted effect of over 55% in size
IkB sig inh = inhibitors of IkB signaling in ABC-DLBCL cells; ABC-DLBCL IkBa-CBG/CBR dual luciferase ratio, 4 h; response scale: scaled: untreated 0%, proteasome inhibitor 100%; Potency, µM (titrated, usually from 57.1 µM), for inactives: at the highest dose IkBa stabilization activation; 110,000 compounds, 0.04% hits; AID 445; active = well fitted curve in the direction sought with a large enough effect in the signal ratio, not every such curve was filed as active; inconclusive = small, poorly fitted or top-dose-only effect, or a change in a side signal; the % refers to the signal ratio;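 also: the direction sought is a rising ratio; 0% = basal untreated cells and 100% = reference inhibitor full response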
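Luminescence ratio of IκBα-fused green versus native red beetle luciferase in OCI-Ly3 cells, 4 h post-doxycycline with compound; red signal alone, scaled from basal (0%) to zero light (-100%), flagged nonspecific or cytotoxic effects.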
p53ts 32C tox = p53ts cell cytotoxicity, permissive temperature. H1299-p53A138V at 32C, ATP luminescence viability, 24 h. Potency, µM (doses to about 46.1 µM), without a hit: at the top dose activity change, negative = cytotoxicity, actives largely listed as cytotoxic. 130,000 compounds, 0.93% hits. AID 924;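 also: 0% = DMSO and -100% = full killing by reference compound; nearly all actives have a fitted effect of over 55% in size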
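Viability by ATPlite luminescence after 24 h compound treatment (up to 46 uM) at the permissive 32C. Cells are H1299 carrying p53 A138V. Scale runs from DMSO basal to 100 uM tamoxifen as full kill; AC50 from Hill fits.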
Imprint erasure = induces erasure of genomic imprints in mouse ES cells. mouse ES Peg3-LacZ reporter, beta-gal luminescence, 40 h. Potency, µM (series often up to 60.7 µM), inactives show at the top dose activity change, positive = activation, usual class: activators. 110,000 compounds, 0.02% hits;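 also: 0% = negative control wells on the plate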
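Imprint erasure is scored as LacZ activity from the silenced maternal Peg3 allele in feeder-free female ES cells cultured 40 h with LIF. Luminescence is normalized to in-plate negative controls and fitted to the Hill equation.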
* marks the source's active call; other numbers are inactive results; ? = inconclusive; nt = no result given; [ ] = remark or other dose. Unless noted, calls follow the shape of the dose curve; as a rule, active = well fitted curve in the direction sought with a large enough effect; inconclusive = small, poorly fitted or top-dose-only effect, or another doubt; inactive = no such curve, though single readings can be large; an effect the other way counts as inactive or inconclusive. Unless noted, % is scaled to controls: 0 for no effect and ±100 for the full control effect; potency is read from the fitted curve at half-maximal effect.

The line under a structure holds: p53ts 39C kill	IkB sig inh	p53ts 32C tox	Imprint erasure
CCOc1ccc(Oc2nc(NCC(C)C)nc(NC(C)(C)C)n2)nn1
 : -25%	?	9%	-5%[10.9 µM]
O=C1[C@@H]2CSC(c3ccc(Cl)cc3)N2C(=O)N1c1ccccc1 (some centres not stated)
 : -10%	0.0%	6%	-12%[10.9 µM]
CC(=O)OCC(=O)c1ccc2ccn(C(C)=O)c2c1
 : 4%	-1.6%	-4%	-5%
O=C(C1CC1)N1CCc2cc(Br)cc(S(=O)(=O)N3CCOCC3)c21
 : 6%	-0.8%	-6%	-14%
O=C(c1ccco1)N1CCC[C@@]2(CCN(Cc3ccccc3)C2)C1
 : 3%	1.2%[11.4 µM]	-7%	nt
N#Cc1c(Nc2ccccc2)sc(C(=O)C2CC2)c1N
 : -3%	nt	-19%	nt
CCOc1ccccc1C1C(C(=O)Nc2ccccc2)=C(C)Nc2nc(-c3ccccc3)nn21 (configuration not stated)
 : 10%	?	10%	-8%[10.9 µM]
COc1cccc(Nc2ncc3ncc(=O)n(C4CC4)c3n2)c1
 : 7%	-9.0%[11.4 µM]	3%	nt
COc1ccc(NC(=O)C2CCC(CNS(=O)(=O)c3ccc(Br)s3)CC2)cc1OC (configuration not stated)
 : -30%	1.9%	-7%	-7%[10.9 µM]
CN(C(=O)CCN1C(=O)C(C)(C)Nc2ccccc21)c1ccccc1
 : 9%	-0.8%	9%	-25%
COc1ccccc1N1CCN(S(=O)(=O)c2ccc(-c3ccno3)cc2OC)CC1
 : -14%	0.7%	4%	-7%[10.9 µM]
COc1ccc(OCC(O)COc2ccc(OC)cc2)cc1
 : -5%	0.7%	-4%	-18%
Cc1nc2cncnc2n(-c2ccccc2)c1=O
 : -7%	-0.4%[11.4 µM]	0%	nt
COc1ccc(OC)c(N=c2oc3c(OC)cccc3cc2C(=O)NCc2ccco2)c1
 : -7%	3.9%	4%	-4%
CCCN1CCN(CCCNC(=O)Cn2ncc3c4ccccc4n(C)c3c2=O)CC1
 : 11%	1.7%	0%	-5%
O=C(Nc1ccc(C(F)(F)F)cc1)C1CCC(CNS(=O)(=O)c2cccc3nsnc23)CC1 (configuration not stated)
 : ?	-2.0%	-12%	-11%[10.9 µM]
Fc1cccc(Cl)c1/C=N\N=C1c2ccccc2-c2ccccc21
 : 1%[9.22 µM]	2.5%[11.4 µM]	11%[9.22 µM]	-9%[10.9 µM]
Cc1ccc(CNC(=O)C2CCN(S(=O)(=O)c3ccc4[nH]c(=O)ccc4c3)CC2)cc1
 : -20%	?	3%	-11%[10.9 µM]
COCc1cc(C)nc2sc(C(=O)Nc3ccc(OC(F)(F)F)cc3)c(N)c12
 : 5%	?	-3%	1%[10.9 µM]
COc1cccc(-c2cncnc2NC2CCNCC2)c1
 : -6%	0.1%[11.4 µM]	-1%	-19%

The line under a structure holds: p53ts 39C kill	IkB sig inh	p53ts 32C tox	Imprint erasure
COC(=O)C1=C(C)NC(=O)CC1c1ccccc1F (configuration not stated)
 : 25%	3.2%	6%	-11%
COC(=O)c1cccc(NC2CC(=O)N(c3ccc(OC)c(OC)c3)C2=O)c1 (configuration not stated)
 : 1%	-0.1%	5%	-8%
CCN(CC)c1ccc(NC(=O)CCc2nc3cccnc3n2Cc2cccs2)c(C)c1
 : -16%	?	-3%	7%[10.9 µM]
COc1ccc(C2CC(=O)c3cc(-c4nc(-c5ccc(Cl)cc5)c(C)s4)c(=O)[nH]c3C2)cc1 (configuration not stated)
 : 33%[activator]	4.0%	2%	-8%[10.9 µM]
CC(C)(O)C1=NOC(c2ccccc2)C1 (configuration not stated)
 : -3%	8.0%	4%	2%
CCN1C(=O)c2ccccc2Sc2ccc(NC(=O)Nc3cc(C)cc(C)c3)cc21
 : -19%	-0.1%	-4%	-5%[10.9 µM]
COc1ccccc1OC(=O)c1ccc(SC)cc1OC
 : -22%	-1.3%	-2%	-12%
CC1CN(c2ccccc2)C(=O)CS1 (configuration not stated)
 : 8%	4.5%	7%	-3%
O=C(CC1(O)C(=O)N(Cc2ccccc2Cl)c2ccccc21)c1ccco1 (configuration not stated)
 : 8%	2.9%	7%	-35%[inhibitor]
CCOc1ccc(CNC(=O)CN2C(=O)CSc3ccc(S(=O)(=O)N4CCOCC4)cc32)cc1OC
 : -25%	-0.4%	-1%	-10%[10.9 µM]
CC(=O)c1cccc(NC(=O)CSc2nnc(-c3ccc(S(=O)(=O)N4CCCC4)cc3)o2)c1
 : 10%	-0.4%	-5%	-10%
Cc1ccc(S(=O)(=O)c2nnn3c2nc(NC2CCCCC2)c2sccc23)cc1
 : -20%	-1.3%	10%	-12%[10.9 µM]
Cc1cc(Nc2ccc(O)cc2)ccc1N
 : -3%	?	2%[1.84 µM]	-16%
O=C1c2ccccc2NC(c2ccccc2)N1c1ccc(O)cc1 (configuration not stated)
 : -7%	-1.9%	-14%	-11%
Cc1ccc(C)c(Cn2nnc(C(=O)NCc3ccc(Cl)cc3Cl)c2N)c1
 : 13µM*	2.3%	-11%	-8%[10.9 µM]
COc1ccccc1C(=O)NCCn1ccc2ccccc21
 : -11%	0.1%	-9%	-19%
CSc1ccc(CNC(=O)c2ccc3c(c2)N(C)C(=O)C2CCCCN32)cc1 (configuration not stated)
 : -19%	?	-6%	-9%[10.9 µM]
Cc1ccc(-n2nnnc2CNC(=O)c2ccccc2S(C)(=O)=O)cc1C
 : 0%	-2.8%	5%	-4%[10.9 µM]
COc1cccc(Cn2c(=O)c(-c3cc(F)cc(F)c3)nc3cnc(N4CCN(C)CC4)nc32)c1
 : -17%	-0.9%[11.4 µM]	-15%	?
Cn1c(=O)[nH]c2cc(-c3noc(-c4cccc(Cl)c4)n3)ccc21
 : -9%	-3.5%	6%	15%[10.9 µM]

In another format: results already given
SMILES,p53ts 39C kill,IkB sig inh,p53ts 32C tox,Imprint erasure
Cc1ccc(C)c(Cn2nnc(C(=O)NCc3ccc(Cl)cc3Cl)c2N)c1,13µM*,2.3%,-11%,-8%[10.9 µM]
COc1cccc(-c2cncnc2NC2CCNCC2)c1,-6%,0.1%[11.4 µM],-1%,-19%
CCOc1ccc(CNC(=O)CN2C(=O)CSc3ccc(S(=O)(=O)N4CCOCC4)cc32)cc1OC,-25%,-0.4%,-1%,-10%[10.9 µM]
CC1CN(c2ccccc2)C(=O)CS1 (configuration not stated),8%,4.5%,7%,-3%

(continued)
The line under a structure holds: p53ts 39C kill	IkB sig inh	p53ts 32C tox	Imprint erasure
Cc1cccc(OCCOC(=O)C2CCN(S(=O)(=O)c3cccs3)CC2)c1
 : -13%	0.3%	-6%	-2%
COc1cc2c(cc1OC)C1=C(C#N)CC/C(=N\S(=O)(=O)c3ccccc3)N1CC2
 : -2%	-1.9%	-11%	-12%
COCCCNC(=O)c1cnc2sc(N3CCCCC3)nn2c1=O
 : 27%	-1.9%	-1%	?
Cc1nnc(NC(=O)c2ccccc2)s1
 : -7%	12%	-15%	-20%[10.9 µM]
COc1ccc(C2=NS(=O)(=O)N(C)C(C(=O)N(C)Cc3ccccc3)=C2)cc1OC
 : -8%	?	-6%	7%[10.9 µM]
COc1ccc(CNC(=O)c2cc(-c3ccc(OC)cc3)nc3n[nH]c(-c4cccc([N+](=O)[O-])c4)c23)cc1
 : -12%	1.4%	-11%	-13%[10.9 µM]
CC1=CC(C)C2C(=O)N(CCCN(C)C)C(=O)C2C1 (configuration not stated)
 : 7%	-0.5%	2%	-7%
Cc1cccc([N+](=O)[O-])c1C
 : 14%	2.6%	6%[1.84 µM]	12%
COc1ccc(-c2cc(C(F)(F)F)c(C#N)c(SCC(=O)Nc3cccc(C)c3)n2)cc1
 : 6%	0.7%	0%	-7%[10.9 µM]
COc1ccccc1NC(=O)CSc1nncn2c1cc1sccc12
 : -2%	?	1%	-16%[10.9 µM]
O=C(O)/C(=C\c1ccncc1)c1cccc2ccccc12
 : 1%[9.22 µM]	0.1%[11.4 µM]	-1%[9.22 µM]	5%[10.9 µM]
CCCN(C(=O)c1cccs1)c1nnc(-c2ccncc2)s1
 : 5%	1.1%	-11%	-32%[inhibitor]
COc1ccccc1NC(=O)c1c(NCc2ccc(C)o2)sc2c1CCC(C)C2 (configuration not stated)
 : 15%	?	?	-14%[10.9 µM]
Cc1ccnc(Nc2nc3ccccc3o2)n1
 : 7.9µM*	?	5µM*	-91%[inhibitor]
CCN(CC)CCn1c2c(c(SCC(=O)Nc3cccc(C(F)(F)F)c3)nc1=O)CCC2
 : -20%	0.8%	-9%	22%[10.9 µM]
COc1ccc(-c2cc(C)nc3c(-c4ccc(OC)c(OC)c4)c(C)nn23)cc1
 : 26%	?	-10%	-8%[10.9 µM]
O=C(Nc1ccc(Cc2ccncc2)cc1)C1CC1
 : 5%	0.4%	2%	-4%
COc1nonc1NC(=O)CSc1nc2ccccc2[nH]1
 : -1%	0.0%	2%	-5%
CCN(CC)CCCNC(=O)c1cc(-c2cccc(Cl)c2)on1
 : -12%	?	11%	-12%
CCOc1ccccc1NC(=O)N1CCN(Cc2cc(=O)n3nc(-c4ccc(C)cc4)sc3n2)CC1
 : -13%	0.6%	-10%	19%[10.9 µM]

The line under a structure holds: p53ts 39C kill	IkB sig inh	p53ts 32C tox	Imprint erasure
CC1(C)CC(=O)C2=C(C1)Nc1ccccc1NC2c1ccc2c(c1)OCO2 (configuration not stated)
 : 6%	-1.8%	23%	-7%
CC1=CC(C)(C)N2C(=O)C3(C(C#N)=C(N)OC4=C3C(=O)CC(C)(C)C4)c3cccc1c32 (configuration not stated)
 : -5%	-0.4%	9%	-1%
Brc1ccc(-c2ccc(CNCCSc3nnnn3-c3ccccc3)o2)cc1
 : -22%	1.3%	7%	-8%[10.9 µM]
Cc1nc2ncnn2c(C)c1Cc1ccc(Cl)cc1F
 : 17%	1.3%	1%	-2%
CCOC(=O)c1c(C)oc2nc(C)nc(NCC3CCN(Cc4cccc(Cl)c4)CC3)c12
 : -8%	?	1%	-15%[10.9 µM]
CCOC(=O)c1sc(NC(=O)CSc2nnc(C(C)C)n2C)nc1C
 : 7%	nt	-8%	nt
Cc1cc(=O)n(Cc2ccccc2Cl)c2c1c(C)nn2-c1ccccc1
 : -9%	-0.1%	3%	11%[10.9 µM]
COc1cccc(C(=O)Nc2ccc(S(=O)(=O)Nc3onc(C)c3C)cc2)c1
 : -10%	1.3%	-14%	-20%
COc1ccccc1C(=O)NCCc1csc(-c2ccc(C(F)(F)F)cc2)n1
 : -27%	?	6%	5%[10.9 µM]
Cc1ccccc1-n1c(SCc2c(C)noc2C)nnc1-c1c[nH]c2ccccc12
 : -15%	3.6%	12%	-7%
COC(=O)Cn1c(SCCOc2ccccc2OC)nc2ccccc21
 : -6%	-0.7%	8%	4%[10.9 µM]
CSCCC(NC(=O)OC(C)(C)C)C(=O)NC(CC(C)C)C(N)=O (configuration not stated)
 : 13%	0.5%	-7%	nt
CCCC12CN3CC(C)(CN(C1)C3c1ccc(OC)cc1)C2=O (configuration not stated)
 : -7%	-1.2%	-1%	-5%
CN1CC(=O)N(CC(=O)NCCc2ccc(F)cc2)c2ccccc2C1=O
 : -3%	0.4%	-3%	-2%
COc1ccc(OCC(=O)Nc2ccc(O)c(-c3nc4ccccc4s3)c2)cc1
 : -19%	9.4%	?	-16%[10.9 µM]
Cc1ccc(S(=O)(=O)NCCCCCC(=O)Nc2nccs2)cc1
 : -6%	?	5%	-18%
C=CCn1c(COc2cccc(C)c2)nnc1SCC(=O)NC(=O)NCc1ccco1
 : 8%	1.3%	9%	-3%
CN1C(=O)CC(N2CCC(c3nc4ccccc4[nH]3)CC2)C1=O (configuration not stated)
 : 1%	1.3%	-6%	-8%
CC1CCCCN1c1nnc(N)s1 (configuration not stated)
 : 4%	-2.1%	3%	1%
O=C(NCc1cccnc1)C1CCN(S(=O)(=O)c2cccs2)CC1
 : -8%	-0.9%	-7%	-6%
COc1ccc(/C=C/c2ccncc2)cc1OC
 : 7%	nt	-13%	nt
CC1(C)Cc2cccc(OCC(=O)Nc3cccnc3)c2O1
 : -5%	0.0%	-3%	24%
